# NPR2 activator = GC-B (human) receptor activation; P20594; HEK293-GC-B cells, CNP EC30, cGMP TR-FRET; 0% at EC30 CNP, 100% saturating CNP; activation, % at 10 µM; hit rate 0.11% among 370,000;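 active = activation at 10 µM reaching about 35% in either raw or pattern-adjusted values, limit read from the data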
# HTRA1 inh = HTRA1 (human) protease inhibition | Q92743 | hit rate 0.5% among 340,000 | recombinant HTRA1, FP-rhodamine activity-based probe, fluorescence polarization | inhibition, % at 5.96 µM; in the data active = inhibition above about 36%;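 note: 0% = enzyme with DMSO and 100% = wells lacking enzyme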
# Target sequence (Q92743 whole entry, looked up): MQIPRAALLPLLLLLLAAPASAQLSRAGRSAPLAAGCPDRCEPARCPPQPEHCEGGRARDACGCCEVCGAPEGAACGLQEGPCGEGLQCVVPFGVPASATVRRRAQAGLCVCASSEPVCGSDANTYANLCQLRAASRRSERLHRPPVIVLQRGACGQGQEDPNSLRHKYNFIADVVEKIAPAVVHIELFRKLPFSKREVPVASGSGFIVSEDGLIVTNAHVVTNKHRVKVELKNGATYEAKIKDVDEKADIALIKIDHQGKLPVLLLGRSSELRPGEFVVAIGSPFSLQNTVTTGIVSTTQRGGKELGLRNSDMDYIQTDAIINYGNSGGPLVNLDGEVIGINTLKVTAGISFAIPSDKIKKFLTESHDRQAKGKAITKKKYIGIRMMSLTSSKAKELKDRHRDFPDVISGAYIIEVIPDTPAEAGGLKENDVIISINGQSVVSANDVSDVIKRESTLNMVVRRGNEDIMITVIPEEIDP
# SMARCA2 activ = increases SMARCA2 function in MMTV reporter cells. MG213 cells, MMTV-luciferase reporter, dexamethasone, overnight. activation, % at 9.1 µM. hit rate 1% among 370,000; in the data active = activation above about 7.8%;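 note: 0% = vehicle wells and 100% = reference activator wells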
# ASAP1 inh = inhibitors of human ASAP1 ArfGAP activity | hit rate 0.19% among 360,000 | inhibition, % at 16.5 µM | ASAP1-stimulated ARF1 GTP hydrolysis, GDP FP detection | AID 624377; in the data active = inhibition above about 25%;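 note: 0% = vehicle with enzyme and substrate and 100% = no enzyme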
# Target sequence (Q9ULH1 325-724 limits assumed): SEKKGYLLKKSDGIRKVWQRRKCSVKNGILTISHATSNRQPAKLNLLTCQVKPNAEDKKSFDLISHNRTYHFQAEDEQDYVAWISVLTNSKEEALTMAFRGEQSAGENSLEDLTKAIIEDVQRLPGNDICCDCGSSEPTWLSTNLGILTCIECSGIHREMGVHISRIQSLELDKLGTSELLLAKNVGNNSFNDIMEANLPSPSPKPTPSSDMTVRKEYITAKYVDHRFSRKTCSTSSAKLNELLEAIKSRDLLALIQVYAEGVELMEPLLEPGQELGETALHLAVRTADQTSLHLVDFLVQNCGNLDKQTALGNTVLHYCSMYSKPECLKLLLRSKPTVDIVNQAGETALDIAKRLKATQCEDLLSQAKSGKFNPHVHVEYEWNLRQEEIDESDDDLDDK
# PG9 binder = PG9 antibody binding by small molecule. hit rate 0.43% among 360,000. AID 624416. TR-FRET gp120-PG9 antibody binding. inhibition, % at 6.7 µM; in the data active = inhibition above about 8.5%
# rCAG RNA binder = r(CAG) repeat RNA binding. TO-PRO-1 dye displacement fluorescence. hit rate 1.3% among 370,000. inhibition, % at 3 µM;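 active = inhibition above the plate cutoff, the mean of all test compounds on that plate plus 3 SD, cut at about 35% in these data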;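 note: 0% = DMSO alone and 100% = 100 µM mitoxantrone as full dye displacement; higher means more dye released from RNA so lower well fluorescence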
# mABHD4 FP = inhibits mouse alpha/beta hydrolase domain 4; inhibition, % at 8.92 µM; hit rate 0.54% among 370,000; AID 720543; Q8VD66; purified mABHD4, FP-Rh probe fluorescence polarization;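 active = inhibition exceeding the mean over every tested compound plus 3 SD, cut at about 30% in these data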;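 note: 0% = plate median of compound wells and 100% = S159A mutant with DMSO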
#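 assay system = mABHD4 protein | compound dosing = single nominal dose of 8.92 µM, 0.89% DMSO final | read-out basis = percent inhibition of probe binding, normalized to plate controls | schedule = Enzyme–compound pre-incubation 45 min, then probe 60 min, both 25 °C | detection = fluorescence polarization, excitation 525 nm, emission 598 nm, BODIPY TMR filters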
# NR1D1 modulator = modulates human Rev-erb alpha binding to DNA. Rev-erbα–FITC-DNA binding, fluorescence polarization, 90 min. AID 1259318. P20393. hit rate 0.79% among 370,000. activity, % at 10 µM;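 active = activity above about 14%, limit read from the data; passing the limit was not always enough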;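 note: 0% = DMSO wells with 35 nM protein and 100% = DMSO wells with 750 nM protein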
# NPR1 activator = GC-A (human) enzyme activation; HEK293 GC-A cells, cGMP TR-FRET, EC30 ANP; 0% at EC30 ANP, 100% saturating ANP; activation, % at 10 µM; hit rate 0.14% among 370,000; AID 1671463; in the data active = activation above about 40%
# ARFGAP1 inh = inhibitors of rat ARFGAP1. Q62848. Arfgap1-stimulated ARF1 GTP hydrolysis, GDP FP detection. inhibition, % at 16.5 µM. hit rate 0.26% among 360,000. AID 651572;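 active = inhibition above a per-plate limit, mean inhibition of low control wells plus 3 SD, cut at about 25% in these data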;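 note: 0% = DMSO wells with enzyme and 100% = wells lacking Arfgap1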
# Target sequence (Q62848 1-136 limits assumed): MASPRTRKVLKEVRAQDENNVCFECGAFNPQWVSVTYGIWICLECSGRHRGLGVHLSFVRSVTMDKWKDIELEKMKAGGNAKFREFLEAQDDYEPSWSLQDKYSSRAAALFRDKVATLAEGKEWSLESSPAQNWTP
#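 material = rat Arfgap1 catalytic domain, aa 1-136 | also added = human ARF1(Δ1-17)-GTP substrate | compound dosing = one concentration, 16.5 µM, DMSO 1.26% | times = GTP hydrolysis reaction 2 h at 25 °C | measured by = FP, GDP Alexa 633 tracer displaced from anti-GDP antibody, 620/688 nm | evaluation = percent inhibition of Arfgap1-stimulated GTP hydrolysis | replication = single well per compound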
# Active calls of the source: *; / = no result given; & = joins results of further samples.
SMILES,NPR2 activator,HTRA1 inh,SMARCA2 activ,ASAP1 inh,PG9 binder,rCAG RNA binder,mABHD4 FP,NR1D1 modulator,NPR1 activator,ARFGAP1 inh
O=C(CN1CCN(C(=O)c2ccccc2)CC1)Nc1cccc(S(=O)(=O)N2CCCC2)c1,-9,-2,-3,-10,-0.3,7,-5,1,-2,1
Cn1cccc1C1CCCN1CC(=O)Nc1c(Cl)cc(Cl)cc1Cl (configuration not stated),2,-8,-3,-10,0.6,6,2,-1,-1,3
O=C(COc1ccc(C(=O)O)cc1)Nc1cccc(C(F)(F)F)c1,-1,6,3,6,1.8,0,-6,0,-4,4
COCCCNc1nccn2ccnc12,-2,/,-2,2,2.9,2,2,6,4,11
CCOC(=O)C1=C[C@@H](c2ccccc2)N(S(=O)(=O)c2ccc(C)cc2)[C@H]1c1ccccc1Cl,3,/,-5,5,-1.5,9,0,1,-4,3
CCc1ccc(C2CC(c3ccccc3Cl)Nc3nc(N)nn32)cc1 (configuration not stated),-3,-16,-1,-1,-2.0,1,7,12,2,-3
CC(C)(NO)/C(=N\O)c1ccc(Cl)cc1,2,3,0,1,-0.5,1,7,-3,-1,-8
CC(C(=O)Nc1cccc(Br)c1)c1ccc([N+](=O)[O-])cc1 (configuration not stated),-8,-8,0,6,-1.3,0,0,-5,-4,0
CC(CCN1CCN(c2ccccn2)CC1)c1ccccc1 (configuration not stated),8,7,-1,-7,-0.1,-8,0,5,1,13
COc1ccc(CCn2c(C)cc(C(=O)COC(=O)c3cnccn3)c2C)cc1,0,0,0,-5,-0.6,2,-1,-1,-5,12
N#CC(c1ccccc1)c1ccc([N+](=O)[O-])cc1 (configuration not stated),-4,/,-2,-4,1.7,5,-3,0,-4,-15
COc1ccccc1-c1nnc(SC(C)C(=O)N2CCOCC2)o1 (configuration not stated),-2,4,0,-2,-4.5,-2,4,-9,1,-17
Cc1nc2ncnn2c(C)c1CCC(=O)N1CCc2ccccc21,3,0,-3,9,0.9,0,7,-3,-2,9
CCOC(=O)N1CCN(S(=O)(=O)c2cn(C)c(=O)n(C)c2=O)CC1,3,6,-4,-1,1.4,-4,6,0,0,1
O=C(Nc1cccc(F)c1)Nc1ccccn1,1,8,3,-7,0.6,0,-1,1,2,-10
C=CCOC(=O)N[C@@H](c1cccc(OC)c1)[C@@H](C)/C=C/CC(=O)O,-2,/,-3,/,/,2,4,-4,4,/
O=C(COc1ccccc1)Nc1cccc(S(=O)(=O)N2CCCC2)c1,-4,-2,0,1,-1.8,0,-4,-1,-3,11
COC(=O)CSc1c(-c2ccccc2)c2cc(Cl)ccc2[nH]c1=O,-10,-9,-2,6,1.3,-4,0,3,-9,6
CCOC(=O)N1CCN(Cc2nc3cc(NC(=O)c4cccs4)ccc3n2CC)CC1,-3,-6,-1,-8,-1.2,-5,0,-4,-1,11
COCCN1C=C2C(=O)C(C)(OC(=O)c3cccs3)C(=O)C=C2C=C1CCCC(=O)OC (configuration not stated),1,0,-1,-13,0.2,5,12,10,6,-8
Cc1ccc(C2=Nc3ccccc3N=C(c3ccc([N+](=O)[O-])cc3)C2)c(O)c1,-3,1,1,-9,0.1,3,5,5,-1,-13
CCOC(=O)C1(Cc2cccc(F)c2)CCN(C(=O)COC)CC1,4,4,-2,7,-1.7,-6,-2,1,-3,2
O=C(Nc1ccc2c(c1)CCCN2C(=O)c1ccccc1)c1ccccc1,-1,-13,3,9,-1.0,-5,-5,3,6,5
c1ccc(-c2cn3c4c(sc3n2)CCCC4)cc1,-1&-6,-6&-16,-1&-2,2&7,-0.4&-1.6,2&4,-7&1,-5&-3,2&-1,-14&-2
CC(=O)c1ccc(NC(=O)CSc2ccc3nnc(-c4ccccn4)n3n2)cc1,-9,4,-1,10,-2.6,1,2,-8,-1,-1

# Profiles, quoted from the list.
# Cn1cccc1C1CCCN1CC(=O)Nc1c(Cl)cc(Cl)cc1Cl (configuration not stated) as listed: NPR2 activator = 2; HTRA1 inh = -8; SMARCA2 activ = -3; ASAP1 inh = -10; PG9 binder = 0.6; rCAG RNA binder = 6; mABHD4 FP = 2; NR1D1 modulator = -1; NPR1 activator = -1; ARFGAP1 inh = 3
# CCOC(=O)N1CCN(Cc2nc3cc(NC(=O)c4cccs4)ccc3n2CC)CC1 as listed: NPR2 activator = -3; HTRA1 inh = -6; SMARCA2 activ = -1; ASAP1 inh = -8; PG9 binder = -1.2; rCAG RNA binder = -5; mABHD4 FP = 0; NR1D1 modulator = -4; NPR1 activator = -1; ARFGAP1 inh = 11

# Back to the main list, starting two compounds before the break.
SMILES,NPR2 activator,HTRA1 inh,SMARCA2 activ,ASAP1 inh,PG9 binder,rCAG RNA binder,mABHD4 FP,NR1D1 modulator,NPR1 activator,ARFGAP1 inh
c1ccc(-c2cn3c4c(sc3n2)CCCC4)cc1,-1&-6,-6&-16,-1&-2,2&7,-0.4&-1.6,2&4,-7&1,-5&-3,2&-1,-14&-2
CC(=O)c1ccc(NC(=O)CSc2ccc3nnc(-c4ccccn4)n3n2)cc1,-9,4,-1,10,-2.6,1,2,-8,-1,-1
NNC(=O)c1cc(-c2ccccc2)sc1N,-6,21,1,4,-10,13,18,-3,-6,11
COC(=O)c1cccc(-n2nnnc2SCC(=O)Nc2nc3c(s2)CCCC3)c1,-2,-14,0,7,0.8,8,-2,3,2,-1
CC1CC1C(=O)Nc1ccc(-c2ccccc2)cc1 (configuration not stated),6,-5,3,7,3.8,1,-2,-3,11,-2
CCc1ccc(NC(=O)N[C@H](C(=O)O)C(C)CC)cc1 (some centres not stated),8,2,-3,-8,3.2,-2,7,-2,-3,-9
O=C(c1ccc2c(c1)OCO2)C1CCCN(C(=O)c2cnn(Cc3ccccc3)c2)C1 (configuration not stated),0,0,0,20,0.1,-6,4,-7,-5,-15
Cc1ccc(CNC(=O)C23CN(Cc4ccccc4)CC2C(c2ccc([N+](=O)[O-])cc2)=NO3)o1 (configuration not stated),4,-10,0,-13,0.6,5,-3,-1,-1,2
CCOC(=O)C1C(=O)C=C(C)C(C(=O)OCC)C1c1ccc(OC)cc1 (configuration not stated),-9,10,1,9,-1.1,-6,5,1,-12,2
O=C(Cn1nc(-c2ccc(Cl)cc2)ccc1=O)N1CCN(c2ccccc2)CC1,1,-7,-3,-13,1.6,1,-4,1,0,-7
CCN(CC(=O)NC1CCS(=O)(=O)C1)c1nc(-c2cccnc2)nc2ccccc12 (configuration not stated),-2,4,-1,-2,0.6,2,0,1,3,-2
O=C(Nc1ccc2c(c1)CCC2)c1ccc(Br)s1,-3,-47,9.6*,2,-0.7,4,-25,-3,4,10
COc1ccc(O)c(CN2CCN(C/C=C/c3ccccc3)CC2)c1,-2,-2,1,-6,-1.9,-5,5,2,1,7
N#CC(=Cc1ccc(-c2ccccc2)cc1)C(=O)c1ccccc1,-7,/,-2,-12,-0.9,13,-38,2,35,-7
COC(=O)CSc1cc(C)nc(SC)n1,-1,-5,0,3,-0.5,0,-3,5,8,-2
Cc1cc(N2CCCC2)nc2ccc(NC(=S)NCCCN3CCC(C)CC3)cc12,-7,3,12*,7,1.8,4,4,-4,1,7
CCCSc1nnc(NC(=O)Nc2ccccc2OC)s1,-4,-20,4,3,-3.6,27,-7,4,4,6
N#CCC1c2ccccc2CCN1C(=O)Nc1cccc(Cl)c1 (configuration not stated),-2,-14,-1,17,-1.0,2,-11,-2,0,-5
CS(=O)(=O)Cc1cc(Sc2ccccc2)nc(-c2ccncc2)n1,-5,-8,5,0,-2.6,-2,1,2,-7,6
O=C(COC(=O)c1cc[n+]([O-])cc1)NC(=O)c1ccc(OC(F)F)cc1,-1,1,-3,0,-3.0,6,7,-4,2,6
C[C@@]12C(=O)Nc3ccccc3C(=O)N1[C@H]1c3cc(Br)ccc3OC[C@@H]1[C@@H]2c1ccccc1,-3,-62,-1,3,-0.7,14,-46,5,-6,7
COc1ccc(CNC(=O)CN(c2cccc([N+](=O)[O-])c2)S(C)(=O)=O)cc1,-1,-5,-2,0,0.8,-2,7,2,-1,4
O=[N+]([O-])c1cccc(-c2ccc(C(=S)N3CCN(c4ccc(F)cc4)CC3)o2)c1,0,-3,9.1*,5,-3.0,12,12,0,-7,1
OCCCn1c(-c2ccccc2)csc1=Nc1ccccc1,1,-5,-3,1,-0.5,-3,0,5,4,14
CC(=O)NC1CC2CCCC(C1)N2C(=O)Nc1ccc(Cl)cc1 (configuration not stated),-3,-2,-3,-2,0.5,0,2,0,0,14
Cn1nc(C(F)(F)F)c(/C=N/OC(=O)c2ccc(Cl)cc2)c1Cl,-4,2,3,-8,-0.8,-4,-4,-1,3,-2
COc1ccccc1N1CCN(CCCOc2ccc(F)cc2)CC1,-4,1,1,-17,0.4,2,9,-2,6,-1
SMILES,NPR2 activator,HTRA1 inh,SMARCA2 activ,ASAP1 inh,PG9 binder,rCAG RNA binder,mABHD4 FP,NR1D1 modulator,NPR1 activator,ARFGAP1 inh
CN(CC(=O)Nc1ccc(F)c(F)c1F)C(=O)c1ccc2c(c1)OCCO2,3,0,4,-4,0.7,-2,-2,/,1,3
O=C(NCc1ccco1)c1ccc(Cn2c(=O)c3ccccc3n(Cc3ccc(Cl)cc3)c2=O)cc1,2,-36,0,-3,0.6,7,-25,7,1,13
CC(C)[C@H](NC(=O)c1ccc(F)cc1)C(=O)NC1=NCCS1,-1,3,0,1,-0.1,-1,7,-5,0,-1
C/C(=N\OC(=O)c1ccc(C)cc1)c1sc(C)nc1C,-3,-5,0,-8,0.0,-1,-5,1,7,5
O=C(CSc1nc2ccccc2s1)NCc1cc([N+](=O)[O-])ccc1O,1,-2,1,1,-1.0,18,0,7,1,-2
Cc1cc(SCC(=O)N/N=C/c2ccc(C(=O)O)cc2)nc2ccccc12,0,-2,-3,-1,-1.1,5,-1,1,3,0
COc1ccc2cc(C(=O)NCc3ccco3)c(=O)oc2c1,-2,-1,3,10,-0.1,-1,4,-3,-1,12
COc1ccc(OC)c(NC(=O)CCc2c[nH]c3ccccc23)c1,-11,-3,1,3,0.0,3,-1,-7,4,-8
CCC(C(=O)Nc1ccc2c(c1)OCCO2)n1nnc2ccccc2c1=O (configuration not stated),2,2,8.7*,9,-3.3,2,3,-4,-3,10
Cc1nn(C)c(Nc2ccc(Br)cc2)c1Br,-9,1,-6,4,0.3,-3,0,-1,-5,12
O=C(Nc1cccc(C(=O)O)c1)/C(=C\c1ccco1)NC(=O)c1ccccc1Cl,0,-4,-4,6,-2.6,8,22,3,4,2
COc1ccc(CN2CCCC(CO)(Cc3ccc(F)cc3)C2)cc1C (configuration not stated),-5,-5,6,16,-1.7,-7,-3,13*,-17,-7
N/C(=N\N=C\c1cccs1)SC1CC(=O)N(c2ccc(Br)cc2)C1=O (configuration not stated),-2,2,-2,0,-3.0,38*,-10,7,-4,5
Cc1n[nH]c(=S)n(/N=C/c2cccc([N+](=O)[O-])c2)c1=O,-4,3,1,13,-2.8,3,-1,-6,-1,1
Cc1cc(C)cc(NC(=O)CSc2nc(N)c(NC(=O)c3cccs3)c(=O)[nH]2)c1,-2,0,-3,-8,-1.2,6,12,4,1,-2
CC1Cc2ccccc2N1C(=O)c1ccc(F)c(S(=O)(=O)N2CCOCC2)c1 (configuration not stated),4,2,-1,9,-0.8,1,-1,-4,-1,7

# Screening data from PubChem BioAssay.
